Xi reactivation – reactivates the inactive X chromosome in mouse fibroblasts; activation, % at 7.58 µM; XiGFP mouse fibroblasts, % GFP-positive cells imaging, 3 d; cells co-treated with 5-aza-dC sensitizer; scaled so ellipticine positive control = 100%; 360,000 tested, 0.055% active;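 active = mean normalized replicate activation at least 10% and every replicate at or above 10%; inconclusive = only one of the two criteria met; inactive = mean below 10% and not all replicates reach 10%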;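 also: 0% = median of on-plate neutral control wells and 100% = ellipticine 6 µM median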
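material = 68-5-11 XiGFP fibroblast line | medium = DMEM plus 5-aza-dC sensitizer | schedule = 3 days compound exposure | benchmarks = positive control ellipticine, 6 µM final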
RAD54 branch – inhibitors of human RAD54 branch migration; RAD54 Holliday junction branch migration, FAM/BHQ fluorescence; inhibition, % at 10.4 µM; Q92698; 360,000 tested, 0.14% active; AID 602329;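 active = mean normalized replicate activity at least 40 and at least half of replicates scoring 40 or more; inconclusive = only one of the two criteria met; inactive = mean below 40 and under half of replicates reaching 40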;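 also: 0% = median of neutral control wells and 100% = median of positive control wells; inhibitors cause a drop in the FAM fluorescence signal; in these data hits start at about 50%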
GSIS activator – GLuc luminescence reporter in INS-1E cells, primary screen for activators of glucose-dependent secretion of insulin; 370,000 tested, 0.61% active; AID 743287; activation, % at 16.6 µM; INS-1E GLuc reporter insulin secretion, 2-3 h;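 active = lowest replicate activation of at least 40%, so every replicate reaches that level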;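 also: 0% = median of neutral control wells and 100% = median of IBMX positive control wells; some compounds called inactive have numbers as strong as hits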
DENV2 CPE – inhibitors of DENV2 cytopathic effect; DENV2-infected cells, cytopathic effect rescue, plate reader; CPE inhibition, % at 9.99 µM; 350,000 tested, 1.7% active; in the data active = CPE inhibition above about 20%, passing the limit was not always enough; inconclusive = no clear call, values can overlap the other calls; tested in BHK-21 cells;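 also: 0% = median of neutral control wells and 100% = median of positive control wells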
Casp6 inh – blocks human caspase-6 cleavage activity; P55212; purified caspase-6, Z-VEID-R110 cleavage fluorescence; inhibition, % at 12.5 µM; 350,000 tested, 0.53% active; AID 686996;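 active = mean inhibition across replicates at least about 35%, with every replicate also reaching that limit, limit read from the data; inconclusive = only one of the two criteria met; inactive = neither criterion met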;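 also: 0% = median of neutral control wells and 100% = no fluorescence left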
Target sequence (P55212 24-179 limits assumed): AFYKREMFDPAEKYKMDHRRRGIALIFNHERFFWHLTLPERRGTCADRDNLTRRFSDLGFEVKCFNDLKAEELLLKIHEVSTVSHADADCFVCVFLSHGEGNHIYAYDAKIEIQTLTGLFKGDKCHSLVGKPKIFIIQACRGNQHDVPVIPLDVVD
Target sequence (P55212 194-293 limits assumed): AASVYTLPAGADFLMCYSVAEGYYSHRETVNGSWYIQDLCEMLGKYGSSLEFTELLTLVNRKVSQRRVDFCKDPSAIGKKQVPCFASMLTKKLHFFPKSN
E-selectin induc – E-selectin induction on HUVECs | activation, % at 7.58 µM | P16581 | 260,000 tested, 0.37% active | AID 686992 | HUVEC E-selectin immunofluorescence imaging; normalized: neutral wells 0, TNF-alpha wells 100;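 active = mean E-selectin-positive cell signal at least 10% of the positive control, reached in at least 60% of replicates, without over 20% cell loss; inconclusive = no rule given, readout overlaps actives, possibly toxicity-flagged; inactive = the rest, including those meeting only one limit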;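 also: in these data hits start at about 27%; measured in HUVEC primary endothelial cells; signal is the percent of cells scored E-selectin positive by PE staining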
Target sequence (P16581 whole entry, looked up): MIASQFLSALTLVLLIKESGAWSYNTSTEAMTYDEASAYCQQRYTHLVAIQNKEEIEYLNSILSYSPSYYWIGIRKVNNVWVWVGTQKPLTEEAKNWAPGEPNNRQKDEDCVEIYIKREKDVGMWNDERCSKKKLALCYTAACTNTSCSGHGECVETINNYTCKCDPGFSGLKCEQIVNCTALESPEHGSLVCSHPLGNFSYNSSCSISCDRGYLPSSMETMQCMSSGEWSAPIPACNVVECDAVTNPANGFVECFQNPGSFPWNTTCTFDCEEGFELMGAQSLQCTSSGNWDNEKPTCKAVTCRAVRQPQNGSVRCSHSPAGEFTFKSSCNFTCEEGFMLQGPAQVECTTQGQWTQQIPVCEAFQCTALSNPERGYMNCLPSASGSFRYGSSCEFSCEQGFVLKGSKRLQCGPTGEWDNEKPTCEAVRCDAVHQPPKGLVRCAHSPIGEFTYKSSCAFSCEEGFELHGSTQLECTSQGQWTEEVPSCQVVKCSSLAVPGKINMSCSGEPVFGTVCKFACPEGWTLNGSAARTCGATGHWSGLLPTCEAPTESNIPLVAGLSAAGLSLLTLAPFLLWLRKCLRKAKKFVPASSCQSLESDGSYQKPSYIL
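Read-out basis: % PE-positive cells; Test system: HUVEC primary endothelial cells; Technique: immunofluorescence imaging; Dosing: single-point compound dose.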
CFTR F508del cor – correctors of CFTR F508del function in bronchial epithelial cells. CFBE cells, YFP halide quenching; stimulated with forskolin plus potentiator P3; % fluorescence drop versus neutral controls. activity (quench increase), % at 7.58 µM. 350,000 tested, 0.36% active;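 active = mean added fluorescence quench of at least 8% versus neutral control, with both replicates also reaching 8%; inconclusive = only one of the mean or replicate conditions met; inactive = mean below 8% and not both replicates reaching 8%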;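 also: cells transiently co-express mutant CFTR-F508del with the halide-sensitive YFP; corrector assay measuring rescue of mutant channel to the surface after 24 h compound exposure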
RAD52 anneal inh – inhibitors of human RAD52 DNA annealing; AID 651710; recombinant RAD52 DNA annealing, FRET fluorescence; P43351; inhibition, % at 18.7 µM; 360,000 tested, 0.46% active;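 active = every replicate showing at least 50% inhibition; inconclusive = mean inhibition at least 50% but not in every replicate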
* marks the source's active call; other numbers are inactive results; ? = inconclusive; · = not tested or not shown.

SMILES	Xi reactivation	RAD54 branch	GSIS activator	DENV2 CPE	Casp6 inh	E-selectin induc	CFTR F508del cor	RAD52 anneal inh
COc1ccc2[nH]cc(S(=O)(=O)c3ccc(C)cc3)c2c1	-0.7	·	19	·	0	2.0	0.3	-13
COc1ccc(NC(=O)N(C)C[C@@H]2Oc3ccc(NS(=O)(=O)c4ccc(F)cc4)cc3CC(=O)N([C@@H](C)CO)C[C@@H]2C)cc1	0.5	·	-4	0	3	0.0	-0.9	14
COC(=O)c1ccccc1NC(=S)N1CCN(c2ccccn2)CC1	3.9	·	-1	5	1	-2.1	-0.8	-20
C[C@@H]1CN([C@H](C)CO)C(=O)c2cc(NC(=O)Cc3ccccc3)ccc2O[C@@H](C)CCCCO[C@@H]1CN(C)Cc1ccc(Cl)c(Cl)c1	0.1	3	-10	4	-4	-0.2	2.8	-6
CN(CC(CC(=O)Nc1nncs1)c1ccccc1)S(=O)(=O)c1ccccc1 (stereo not given)	-0.1	6	-4	4	3	-0.1	2.5	-3
O=C(CN(CCc1ccccc1)C(=O)c1csnn1)NCc1ccc(F)cc1	0.1	-6	-4	-1	3	0.0	-1.0	-5
CC(C)(C)NC(=O)CN(C(=O)CNC(=O)c1cccs1)c1ccccc1F	0.1	-9	8	-2	-6	2.4	-1.3	-11
CC1(C(=O)Nc2ccc3c(c2)OCO3)CCN1Cc1csc2ccccc12 (stereo not given)	0.0	9	·	-8	-2	-0.4	-0.2	-8
CC=Cc1ccc2n(c1=O)C[C@H]1[C@H](CO)[C@@H](C(=O)NCc3ccccc3)[C@@H]2N1S(C)(=O)=O (mixture of isomers)	0.2	3	6	1	·	0.0	2.0	-9
C[C@@H]1CCCCO[C@H](CN(C)C(=O)CCC(F)(F)F)[C@H](C)CN([C@H](C)CO)C(=O)c2cc(NS(=O)(=O)c3ccc(F)cc3)ccc2O1	0.1	3	-27	-7	3	·	-0.1	1
CCCCNC(=O)c1nc(C2CCN(S(=O)(=O)c3ccccc3C(F)(F)F)CC2)oc1-c1ccccc1	·	2	-3	-15	-1	3.0	-2.6	-4
CC1CCCCC12NC(=O)N(CC(=O)N1CCN(c3ccccc3)CC1)C2=O (stereo not given)	0.1	-1	-9	-1	-1	0.1	-0.9	-15
COc1ccc(C(=O)Nc2ccc3c(c2)OCO3)cc1OC	·	-3	13	0	1	·	-2.0	4
C/C(=N\OCc1cccc(C(=O)O)c1)c1ccc(Cl)cc1	0.0	-2	-6	1	-4	-0.2	·	-4
CCNS(=O)(=O)c1ccc(CCC(=O)NCc2ccccn2)cc1	-0.1	-9	6	-4	1	1.4	-0.2	-22
COCCNC(=O)CCCCCNS(=O)(=O)c1ccc(C)cc1	·	7	-2	·	-3	·	·	-15
COc1cccc(S(=O)(=O)N[C@@H]2C=C[C@@H](CC(=O)NC3CCC3)O[C@@H]2CO)c1	-0.4	0	0	7	0	-0.2	1.0	-2
C[C@@H]1CN([C@@H](C)CO)C(=O)c2cc(-c3ccccc3F)cnc2O[C@@H]1CN(C)C(=O)CN(C)C	0.3	-1	-3	8	3	-0.5	0.4	2
N#C[C@@H]1[C@@H](c2ccccc2C2=CCCCC2)[C@@H](CO)N1C(=O)c1cccc(F)c1	0.0	·	-9	-6	-3	-0.1	-0.9	4
Cc1ccc(NC(=O)c2cc(S(=O)(=O)N3CCOCC3)c(Br)s2)cc1	0.0	·	1	2	1	1.9	·	-10
Cc1cc(C(=O)Nc2cccc3c2O[C@H](CN(C)S(=O)(=O)c2cn(C)cn2)[C@@H](C)CN([C@@H](C)CO)C3=O)n(C)n1	-0.9	12	24	?	-1	·	-0.4	13
CCOC(=O)c1c(C)[nH]c(C(=O)OCc2ccc(F)cc2)c1C	-0.1	7	24	-5	-3	-0.3	-2.5	-9
C[C@H](CO)N1C[C@H](C)[C@H](CN(C)Cc2ccc(Oc3ccccc3)cc2)Oc2ccc(NC(=O)Nc3ccc4c(c3)OCO4)cc2CC1=O	4.9	-8	-4	-5	0	0.2	-2.1	3
CN(C)CCCNC(=O)C[C@H]1CC[C@@H]2[C@H](COC[C@@H](O)CN2CC2CCCCC2)O1	0.2	·	-8	0	-1	0.0	0.1	-1
COCC(=O)Nc1ccc2c(c1)C(=O)N(C)[C@H]1CC[C@@H](CC(=O)NCc3ccccc3F)O[C@@H]1CO2	0.1	-4	1	0	1	0.1	1.6	1
COc1ccc(NC(=S)N2CCN(C(=O)c3ccco3)CC2)cc1	0.3	1	-16	5	11	·	1.0	5
CCN(CC(=O)Nc1c(F)cccc1F)C(=O)c1nc2nccc(C)n2n1	-0.1	3	4	-4	4	·	1.9	-17
CC1CCN(C(=O)CSc2nc3ccccc3[nH]2)CC1	·	0	1	12	2	·	-3.9	-3
CCCNC(=O)Nc1ccc2c(c1)C(=O)N(C)[C@@H]1CC[C@@H](CC(=O)OC)O[C@@H]1CO2	-0.1	11	7	-3	1	0.1	-5.5	-8
O=C(NCc1ccco1)c1ccc(Cl)c(S(=O)(=O)N2CCc3ccccc32)c1	-0.1	·	·	-12	2	·	·	-24
COCC#Cc1cnc2c(c1)C(=O)N([C@H](C)CO)C[C@H](C)[C@@H](CN(C)C(=O)C1CCCCC1)O2	-1.1	0	7	14	0	-0.1	-1.3	9
CCCCCCC=C1CCC(CN2CCCC2)C1=O (stereo not given)	0.1	·	-1	19	2	0.2	-0.1	-6
Cc1c(C(=O)NCc2nnc(-c3ccccc3)o2)oc2c(F)cccc12	-0.1	-17	-6	-6	3	1.4	-3.6	-17
CCN(C(=O)COC(=O)c1cccc(S(=O)(=O)N2CCOCC2)c1)C1CCS(=O)(=O)C1 (stereo not given)	0.0	7	18	-6	-4	1.3	1.3	5
Cc1noc(C)c1NC(=O)N(C)C[C@@H]1Oc2ccc(NS(=O)(=O)c3ccc(F)cc3)cc2CC(=O)N([C@H](C)CO)C[C@H]1C	0.3	3	5	12	-2	1.6	1.4	-5
CN1CCN(C(=O)C[C@H]2CC[C@H]3[C@H](COc4ccc(NC(=O)c5cccs5)cc4C(=O)N3C)O2)CC1	0.2	-2	0	-6	-1	-0.1	2.3	1
CC(=O)N1c2c(cc(Br)cc2S(=O)(=O)NCc2ccc(C)cc2)CC1C (stereo not given)	0.2	2	-5	-8	1	-0.3	2.1	-6
Cc1ccc(C2CCN(C(=S)NC(C)(C)C)C2)cc1 (stereo not given)	0.0	·	-23	-4	-3	-1.5	-1.1	-7
O=C(CCC(=O)N/N=C/c1ccco1)N/N=C/c1ccco1	0.0	-11	-5	?	3	0.2	2.8	-10
CC(Nc1nc(-c2ccc(F)cc2)cs1)c1nc2cc(Cl)c(Cl)cc2n1CCOCCO (stereo not given)	0.0	8	-24	-2	5	1.3	-1.1	-15
CC1CC(=O)N(CC(=O)Nc2ccc(Br)cc2)c2ccccc2S1(=O)=O (stereo not given)	0.0	9	-8	2	12	·	0.8	3
COc1ccc(CN=C(C#N)C2=C(O)c3ccccc3C2=O)cc1	0.1	·	·	-3	5	·	2.7	-18
COc1cc(NC(=O)C2CC(c3ccc(Cl)cc3)=NO2)cc(OC)c1OC (stereo not given)	0.0	7	-5	-9	1	1.1	-2.6	-7
Cc1ccc(S(=O)(=O)N2[C@@H](c3cccc(Cl)c3)C(C(=O)O)=CC[C@H]2c2cccc(C)c2)cc1	0.0	5	-5	?	10	-0.2	-1.3	-23
C[C@@H]1CCCCO[C@@H](CN(C)CC2CCCCC2)[C@@H](C)CN([C@@H](C)CO)C(=O)c2cc(NC(=O)C3CCCCC3)ccc2O1	1.5	-7	-20	4	0	1.6	-0.7	14
C[C@H]1CN([C@@H](C)CO)C(=O)c2cccc(NC(=O)Nc3ccc(F)cc3)c2O[C@@H]1CN(C)S(=O)(=O)c1cccs1	-0.1	5	-14	?	2	0.0	2.4	5
O=C(NCC[C@@H]1CC[C@H](NS(=O)(=O)c2ccc(F)cc2)[C@@H](CO)O1)Nc1ccc(F)cc1	-0.4	7	-11	-4	0	-0.1	2.6	26
NC(N)=NS(=O)(=O)c1ccc(NC(=S)NC(=O)c2ccc(Br)cc2)cc1	0.0	·	0	-9	-1	0.2	-1.9	-22

Looked up above:
In GSIS activator, Cc1ccc(C2CCN(C(=S)NC(C)(C)C)C2)cc1 (stereo not given) is entered as -23
In RAD52 anneal inh, COc1ccc(CN=C(C#N)C2=C(O)c3ccccc3C2=O)cc1 is entered as -18

(next part)
SMILES	Xi reactivation	RAD54 branch	GSIS activator	DENV2 CPE	Casp6 inh	E-selectin induc	CFTR F508del cor	RAD52 anneal inh
C[C@H]1CCCCO[C@H](CN(C)C(=O)c2ccccc2)[C@@H](C)CN([C@@H](C)CO)C(=O)c2cc(NS(=O)(=O)c3cn(C)cn3)ccc2O1	0.0	-4	17	1	2	1.5	-0.1	-6
CCOc1ccc(CO/N=C/c2c(C)[nH]c(=O)[nH]c2=O)cc1	-0.7	·	24	-6	2	-2.1	4.2	-1
CCOC(=O)[C@]12CCCC=C1N(Cc1ccccc1)C(=O)[C@H](CC(=O)N1CCC(c3ccccc3)CC1)C2	-0.1	·	-31	-3	1	-0.5	-1.5	-10
COc1ccc(CSCC(=O)NN=C2CCN(C)CC2)cc1	0.0	·	-7	?	1	-2.4	-3.8	-1
CN(Cc1ccccc1)C(=O)c1cccc(NC(=O)Cc2ccc(NC(=O)C3CCN(C(=O)C4CCCC4)CC3)cc2)c1	·	6	-12	-2	-1	1.1	-0.7	-21
COCC(=O)N1[C@@H]2c3cccc(=O)n3C[C@@H]2[C@@H](CO)[C@@H]1C(=O)NCc1ccccc1Cl	0.2	·	12	-11	1	0.2	0.2	-1
C[C@H]1CN([C@@H](C)CO)C(=O)c2cccc(NC(=O)c3ccc(-c4nccs4)cc3)c2O[C@H]1CN(C)C(=O)Nc1cccc2ccccc12	0.5	-3	-12	-5	1	·	-3.2	3
Cc1ccc(NNC(=O)C2CCC2)cc1C	0.0	3	·	10	2	0.4	-2.3	-7
CCCNC(=O)N1C[C@H](C)[C@H](OC)CN(C)C(=O)c2ccc(NC(=O)C3CCC3)cc2OC[C@H]1C	-0.2	5	-4	3	·	0.7	-0.4	-2
CN1C/C(=C/c2ccccc2[N+](=O)[O-])C(=O)/C(=C\c2ccccc2[N+](=O)[O-])C1	0.9	·	-20	3	1	1.1	-1.7	-11
c1cncc(-c2ccc3ncnc(NCc4ccc5c(c4)OCO5)c3c2)c1	0.0	1	·	·	1	0.4	1.5	-10
COc1ccccc1NC(=O)C(C)OC(=O)/C=C/c1ccc2ccccc2n1 (stereo not given)	0.1	·	7	?	2	-2.1	-4.6	-14
CC(C)(CN1CCN(Cc2ccccc2)CC1)NS(=O)(=O)c1ccc(Cl)cc1	0.0	·	-27	30*	-1	0.0	-1.2	-6

Bioassay records from PubChem.
